# Source: PubChem
# GALK inhibitor: galactokinase (human) inhibition; Potency, µM (highest dose often 57.5 µM), for the others: at the highest dose activity change, negative = inhibition, hits mostly inhibitors; actives 0.007% (n = 270,000); Purified GALK, Kinase-Glo residual ATP luminescence; AID 1868; note: potency is the fitted concentration of half-maximal effect; % is set by controls: 0 for no effect and ±100 for the full control effect
#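 Human GALK (5 nM) with 35 uM ATP and 100 uM galactose in 20 mM HEPES pH 8.0, 5 mM MgCl2, 60 mM NaCl, 1 mM DTT, 0.01% BSA. After 1 h at room temperature, leftover ATP was read by Kinase-Glo Plus luminescence.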
# TSHR antagonist: blocks TSH signaling through the human TSH receptor | P16473 | TSHR-expressing cells, TSH-stimulated cAMP HTRF, 2 h; active compounds read low | activity change, negative = inhibition, % at 11.5 µM | actives 0.2% (n = 330,000) | AID 504810;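 active = activity change below a set negative limit, meaning inhibition stronger than a set level, cut at about -70% in these data; inconclusive = activity change between two set negative limits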; note: % is set by controls: 0 for no effect and ±100 for the full control effect
#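 Read-out is FRET at 665 nm (cryptate excitation 337 nm) from a cryptate-tagged anti-cAMP antibody, competed by cell cAMP against cAMP-d2. Compounds are tested on freshly harvested TSHR cells challenged with 4nM TSH (EC80) for 2 hours at 37 deg C.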
# Menin-MLL TR inh: inhibitors of human menin-MLL interaction, mutant MLL peptide; Potency, µM (top dose mostly 61.6 µM), for the others: at the highest dose FP activity change, negative = inhibition, most hits filed as inhibitors; actives 0.23% (n = 270,000); Menin + Texas Red MLL mutant peptide, fluorescence polarization; AID 1768; O00255; active = well fitted inhibition curve with a large enough effect in the polarisation, with a control signal flat, not every such curve was filed as active; inconclusive = small, poorly fitted or top-dose-only effect, or effect the other way, or a change in a side signal; inactive = no such curve, though single readings can be large or run the other way; the % refers to the polarisation; note: potency is the fitted concentration of half-maximal effect; % of control where 0% means no effect; many of its hits are not listed in these tables
# Eya2 inh: blocks the phosphatase activity of human Eya2; O00167; recombinant Eya2, OMFP fluorescence dephosphorylation (OMFP is methylfluorescein phosphate); Potency, µM (series often up to 76.9 µM), for the others: top-dose activity, negative = inhibition, actives largely listed as inhibitors; actives 0.006% (n = 330,000); AID 488837; note: potency is the fitted concentration of half-maximal effect; % is set by controls: 0 for no effect and ±100 for the full control effect
#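 Eya2 (0.2 uM) preincubated 10 min at ambient with compound, then OMFP substrate added at 50 uM; 10 min reaction in 50 mM HEPES pH 7.5, 50 mM NaCl, 5 uM MgCl2, 0.05% BSA, 1 mM DTT. Fluorescence read at Ex 485/Em 525 nm.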
# MBNL1-CUG inh: blocks human MBNL1 binding to CUG repeat RNA | Q9NR56 | TR-FRET MBNL1-His/biotin-(CUG)12 binding, 665/545 ratio | Potency, µM (titrated, usually from 57.5 µM), without a hit: at the top dose activity change, negative = inhibition, hits mostly inhibitors | actives 0.036% (n = 280,000) | AID 2675; active = well fitted inhibition curve with a large enough effect in the signal ratio, with a control signal flat, not every such curve was filed as active; inconclusive = small, poorly fitted or top-dose-only effect, or effect the other way, or a change in a side signal; inactive = no such curve, though single readings can be large or run the other way; the % refers to the signal ratio; note: potency is the fitted concentration of half-maximal effect; % is set by controls: 0 for no effect and ±100 for the full control effect
# Target sequence (Q9NR56 whole entry, looked up): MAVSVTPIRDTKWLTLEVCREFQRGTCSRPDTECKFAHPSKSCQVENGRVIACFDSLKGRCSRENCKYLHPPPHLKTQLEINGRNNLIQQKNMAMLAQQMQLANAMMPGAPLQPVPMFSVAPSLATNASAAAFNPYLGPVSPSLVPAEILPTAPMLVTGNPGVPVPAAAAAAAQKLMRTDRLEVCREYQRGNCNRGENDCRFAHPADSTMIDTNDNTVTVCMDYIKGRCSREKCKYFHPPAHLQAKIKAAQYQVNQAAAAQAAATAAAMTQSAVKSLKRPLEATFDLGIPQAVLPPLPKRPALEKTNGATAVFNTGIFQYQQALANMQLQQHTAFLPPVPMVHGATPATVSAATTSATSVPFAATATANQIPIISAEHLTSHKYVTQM
#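 Ratiometric TR-FRET (665 over 545 nm, excitation 340 nm) tracks disruption of MBNL1-His/biotin-(CUG)12 complex after 60 min at room temperature, with compounds at 92 nM to 58 uM final.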
# ASM inhibitor: blocks human secretory acid sphingomyelinase. actives 0.006% (n = 340,000). Potency, µM (highest dose often 57.5 µM), without a hit: at the top dose activity change, negative = inhibition, actives largely listed as inhibitors. AID 504937. P17405. placental ASM, HMU-PC fluorogenic substrate, 60 min; note: potency is the fitted concentration of half-maximal effect
# Target sequence (P17405 47-631 limits assumed): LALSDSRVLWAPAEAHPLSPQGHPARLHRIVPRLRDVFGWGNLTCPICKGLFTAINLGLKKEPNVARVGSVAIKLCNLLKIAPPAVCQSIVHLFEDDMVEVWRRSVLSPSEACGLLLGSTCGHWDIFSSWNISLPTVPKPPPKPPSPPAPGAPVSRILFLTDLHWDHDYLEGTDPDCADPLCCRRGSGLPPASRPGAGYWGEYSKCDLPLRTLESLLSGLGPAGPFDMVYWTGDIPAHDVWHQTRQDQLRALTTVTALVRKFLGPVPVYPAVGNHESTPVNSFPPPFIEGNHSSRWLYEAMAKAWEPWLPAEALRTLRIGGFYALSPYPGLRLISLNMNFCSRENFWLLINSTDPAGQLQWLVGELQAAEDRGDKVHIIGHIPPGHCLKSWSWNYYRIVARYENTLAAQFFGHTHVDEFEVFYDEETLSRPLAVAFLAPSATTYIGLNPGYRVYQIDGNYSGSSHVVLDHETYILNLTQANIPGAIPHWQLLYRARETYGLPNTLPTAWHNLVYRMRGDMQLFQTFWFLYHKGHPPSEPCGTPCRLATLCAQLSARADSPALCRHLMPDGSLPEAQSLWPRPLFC
#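 qHTS format. ASM enzyme prepared from human placenta hydrolyses the fluorogenic substrate HMU-PC0 (9 uM final) over 60 min at 37 °C after a 10 min compound preincubation.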
# USP2a block: blocks human ubiquitin-specific protease USP2a | USP2 core, Ub-CHOP2 coupled fluorogenic reporter, 485/531 | Potency, µM (top dose mostly 38.3 µM), inactives show top-dose activity change, negative = inhibition, usual class: inhibitors | actives 0.01% (n = 330,000) | O75604;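 note: potency is the fitted concentration of half-maximal effect; plate controls were DMSO wells for no effect and full inhibition by NEM control for full effect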
#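 USP2 core (10nM final) preincubated 30min RT with compound in 20mM Tris-HCl pH 8.0, 2mM CaCl2, 2mM beta-mercaptoethanol, 0.05% CHAPS; 25nM Ub-CHOP2 plus 25nM reporter substrate added, fluorescence (Ex485/Em531) read after 60min.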
# PKM2 activator: increases activity of human pyruvate kinase M2. P14618. purified PKM2, Kinase-Glo ATP luminescence, activation; response scale: 0% is enzyme alone, no compound. Potency, µM (doses to about 57.5 µM), inactives show top-dose activation, hits mostly activators. actives 0.34% (n = 260,000). AID 1631; note: potency is the fitted concentration of half-maximal effect; % is set by controls: 0 for no effect and ±100 for the full control effect; nearly all actives have a fitted effect of over 55% in size
#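 hPK-M2, >95% pure; 0.1 mM ADP / 0.5 mM PEP final; imidazole pH7.2 buffer w/ 7 mM MgCl2, 50 mM KCl; 1 h RT; Kinase-Glo lum. Intermediate enzyme activity for dual inhibitor/activator qHTS.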
# hERG WT inh: KCNH2 (human, wildtype) channel inhibition; U2OS, BacMam KCNH2, thallium flux FluxOr; active compounds read low; activity change, % at 1.84 µM; actives 0.37% (n = 340,000); AID 720551;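 active = maximum activity change below -70%; inconclusive = maximum activity change between -70% and -50%; inactive = maximum activity change above -50%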; note: % is set by controls: 0 for no effect and ±100 for the full control effect
#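 U2OS cells transduced with wild-type KCNH2 virus are loaded with FluxOr dye for 45 min, and thallium flux is measured in kinetic reads before and after stimulation buffer. Rate constants are normalized to DMSO controls.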
# Mito fusion yeast: mitochondrial division inhibition or fusion activation; S. cerevisiae fusion-defective mutant growth rescue, CellTiterGlo 48 h; Potency, µM (series often up to 46.1 µM), inactives show at the highest dose growth rescue (activation), hits mostly activators; actives 0.23% (n = 320,000);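 note: potency is the fitted concentration of half-maximal effect; % of control where 0% means no effect; nearly all actives have a fitted effect of over 45% in size; temperature-sensitive fusion mutants such as fzo1-1 at 37 °C on non-fermentable ethanol glycerol medium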
#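 Growth-rescue viability read-out: after 48 h at the non-permissive 37C in glycerol/ethanol YPEG, yeast mitochondrial fusion mutants are measured by CellTiterGlo luminescence; compounds (23 nl pinned per well) restoring growth score as division inhibitors or fusion activators.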
# Chronic BCR inh: chronic active BCR signaling inhibition; ABC-DLBCL IkBa-CBG/CBR reporter, luminescence ratio, 4 h; actives 0.05% (n = 340,000); Potency, µM (titrated, usually from 46.1 µM), inactives show top-dose ratio change, negative = lower green/red ratio, actives largely listed as inhibitors; active = well fitted inhibition curve with a large enough effect in the signal ratio, with a control signal flat, not every such curve was filed as active; inconclusive = small, poorly fitted or top-dose-only effect, or effect the other way, or a change in a side signal; the % refers to the signal ratio;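 note: potency is the fitted concentration of half-maximal effect; plate controls were basal doxycycline-induced cells for no effect and cells given 10 µM MG132 for full effect; MG132 reads +100%, hits lower the ratio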
#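 Cell line TMD8 (human ABC DLBCL), stably expressing tet-inducible CBG68-IkBa fusion and CBR; IMDM/0.5% FBS; cpd up to 46 uM; dox induction, 4 h, 37C/5% CO2; dual luminescence; green/red ratio; MG132 control.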
# An asterisk follows results filed as active; ? = inconclusive; . = not tested or not shown; [ ] = dose if it differs, or a comment. Unless noted, calls come from the whole dose curve; as a rule, active = well fitted curve in the direction sought with a large enough effect; inconclusive = small, poorly fitted or top-dose-only effect, or another doubt; inactive = no such curve, though single readings can be large; an effect the other way counts as inactive or inconclusive.
Compound | GALK inhibitor | TSHR antagonist | Menin-MLL TR inh | Eya2 inh | MBNL1-CUG inh | ASM inhibitor | USP2a block | PKM2 activator | hERG WT inh | Mito fusion yeast | Chronic BCR inh
CCOC(=O)c1c(NC(=O)COC(=O)c2nccnc2N)sc(C(=O)N(C)C)c1C | . | 3 | . | 1% | . | 114%[activator] | 0% | . | 11 | -2% | -28%
Cc1ccccc1Cn1c(Cc2ccccc2)nc2ccccc21 | 1% | 10 | ? | 5% | -6% | -6% | 3% | -1% | -4 | 5% | 6%
Cc1ccc2nc(SCC(=O)Nc3ccc(Br)cc3)nc(=O)n2c1 | . | -3 | . | -24% | . | -11% | 2% | . | -5 | 2% | ?
O=C(c1cc2nc(-c3ccccc3)cc(-c3ccccc3)n2n1)N1CCN(C(=O)c2ccco2)CC1 | 0% | -9 | 2% | -34% | ? | 127%[activator] | -1% | 10% | -11 | ? | 1%
CCOC(=O)c1c(NC(=O)C[n+]2ccccc2)sc2c1CCCC2 | 0% | -5 | -20% | 2% | 6% | -4% | 4% | -2% | -10 | -12% | 1%
Cc1ccc(-c2csc(NC(=O)C3=NN(c4ccccc4)C(=O)CC3)n2)cc1 | 0% | -37 | ? | -3% | . | -10% | -8% | 0% | -20 | 1% | 6%
COc1cc2c(cc1OC)C(C)N(C(=O)c1cc3c(=O)oc4ccc(C)cc4c3s1)CC2 (stereo not drawn) | . | 0 | 14% | -1% | 14% | -10% | 2% | 2% | -4 | -14% | ?
CC(=O)N1CCN(C(=S)Nc2cc(S(=O)(=O)N3CCOCC3)ccc2Cl)CC1 | 9% | 4 | 17% | 8% | -6% | 3% | -1% | -2% | -5 | 1% | -2%
CCn1cc(C(=O)N[C@@H](CCSC)C(=O)NCCO)c(=O)c2cc3c(cc21)OCO3 | . | -1 | -13% | -7% | -5% | 1% | 0% | . | 9 | -5% | ?
COc1ccc(N2CC(C(=O)N3CCCC(C)C3)CC2=O)cc1 (stereo not drawn) | 4% | 3 | -3% | 9% | -4% | 1% | 2% | 1% | 18 | 0% | 4%
CCOc1cc(S(=O)(=O)N2CCCCCC2)ccc1F | 0% | 2 | -2% | 13% | -3% | -1% | 0% | -3% | -3 | 1% | 15%
CC12CCC(=O)N1C(C(=O)NCc1ccc(Cl)cc1Cl)CS2 (stereo not drawn) | . | 1 | . | -21% | . | 1% | 1% | . | 3 | 1% | 0%

# Part of the list above, with two lines to a compound.
# Sequence of screens – GALK inhibitor, TSHR antagonist, Menin-MLL TR inh, Eya2 inh, MBNL1-CUG inh, ASM inhibitor, USP2a block, PKM2 activator, hERG WT inh, Mito fusion yeast, Chronic BCR inh
- O=C(c1cc2nc(-c3ccccc3)cc(-c3ccccc3)n2n1)N1CCN(C(=O)c2ccco2)CC1
  0%, -9, 2%, -34%, ?, 127%[activator], -1%, 10%, -11, ?, 1%
- CCOC(=O)c1c(NC(=O)C[n+]2ccccc2)sc2c1CCCC2
  0%, -5, -20%, 2%, 6%, -4%, 4%, -2%, -10, -12%, 1%
- Cc1ccc(-c2csc(NC(=O)C3=NN(c4ccccc4)C(=O)CC3)n2)cc1
  0%, -37, ?, -3%, ., -10%, -8%, 0%, -20, 1%, 6%
- COc1cc2c(cc1OC)C(C)N(C(=O)c1cc3c(=O)oc4ccc(C)cc4c3s1)CC2 (stereo not drawn)
  ., 0, 14%, -1%, 14%, -10%, 2%, 2%, -4, -14%, ?
- CC(=O)N1CCN(C(=S)Nc2cc(S(=O)(=O)N3CCOCC3)ccc2Cl)CC1
  9%, 4, 17%, 8%, -6%, 3%, -1%, -2%, -5, 1%, -2%
- CCn1cc(C(=O)N[C@@H](CCSC)C(=O)NCCO)c(=O)c2cc3c(cc21)OCO3
  ., -1, -13%, -7%, -5%, 1%, 0%, ., 9, -5%, ?
- COc1ccc(N2CC(C(=O)N3CCCC(C)C3)CC2=O)cc1 (stereo not drawn)
  4%, 3, -3%, 9%, -4%, 1%, 2%, 1%, 18, 0%, 4%
- CCOc1cc(S(=O)(=O)N2CCCCCC2)ccc1F
  0%, 2, -2%, 13%, -3%, -1%, 0%, -3%, -3, 1%, 15%
- CC12CCC(=O)N1C(C(=O)NCc1ccc(Cl)cc1Cl)CS2 (stereo not drawn)
  ., 1, ., -21%, ., 1%, 1%, ., 3, 1%, 0%

# Later entries:
Compound | GALK inhibitor | TSHR antagonist | Menin-MLL TR inh | Eya2 inh | MBNL1-CUG inh | ASM inhibitor | USP2a block | PKM2 activator | hERG WT inh | Mito fusion yeast | Chronic BCR inh
O=C(Nc1nc2ccccc2s1)c1ccc(Cl)s1 | 4% | -12 | ? | -1% | 16% | -3% | 3% | 1% | 4 | 5% | ?
CN1Cc2c(N3CCOCC3)nc3sc(C(=O)c4ccccc4)c(N)c3c2CC1(C)C | -2% | 13 | . | 6% | 12% | -5% | 3% | 0% | -2 | -8% | 2%
COC(=O)c1ccc(CNC(=O)Cn2cnc3c(SC)nc(N)nc32)cc1 | . | 11 | . | -11% | . | -2% | 0% | . | 4 | . | 1%
CCOc1cc(/C=N/NC(=O)c2nn(C)cc2Br)ccc1OCc1ccccc1Cl | . | -3 | 4% | 5% | -5%[11.5 µM] | -17% | 5% | 6% | -1 | 4µM* | ?
CC(=O)N1CCc2cc(S(=O)(=O)Nc3ccccc3N3CCN(C)CC3)ccc21 | 0% | -1 | 0% | -5% | 14% | 1% | -1% | -16% | 19 | -3% | -1%
COc1ccc(C(=O)NC2CCN(S(=O)(=O)c3ccccc3)CC2)cc1 | -8% | 8 | -15% | 5% | -19% | -1% | -1% | -1% | -1 | 3% | 3%
CCOC(=O)c1oc2ccccc2c1NC(=O)c1cccs1 | -1% | 21 | -12% | 7% | 22% | 1% | 1% | 1% | -22 | 0% | 10%
COc1cc(C(F)(F)F)c(C(=O)N(C)Cc2ccc(Cl)c(Cl)c2)cn1 | 0% | -14 | . | 1% | 3% | 2% | -2% | 29% | -1 | 3% | ?
COc1cccc(CNC(=O)CN2C(=O)CC(c3ccccc3)=Nc3ccccc32)c1 | 7% | 0 | -8% | 10% | 4% | 0% | 0% | -4% | 0 | 9% | 0%
CC(CSc1nc2ccccc2s1)Cn1c(N2CCCC2)nc2c1c(=O)[nH]c(=O)n2C (stereo not drawn) | -1% | -12 | -13% | 0% | ? | -17% | 0% | -1% | -9 | 14% | ?
O=C(CCn1c(=S)oc2ccccc21)Nc1ccc2c(c1)OCCO2 | 1% | 4 | 27% | -3% | -5% | 2% | 2% | -2% | -4 | 3% | 3%
O=C(Cn1cccc1C(=O)c1ccccc1)NCc1ccccn1 | -1% | 0 | -13% | -5% | -1% | 1% | 3% | -6% | 0 | -1% | ?
Cc1ccc(CNC(=O)C2CCCN2S(=O)(=O)c2ccc(F)cc2)cc1 (stereo not drawn) | 0% | 32 | -10% | -4% | 12% | 1% | 0% | -1% | 5 | 1% | -3%
Cc1sc2nc(CSCC(=O)N3CC(C)OC(C)C3)[nH]c(=O)c2c1C (stereo not drawn) | . | 4 | . | 2% | . | -2% | -1% | . | -11 | -1% | ?
O=C1CN(C(=O)COC(=O)c2ccccc2O)c2ccccc2N1 | 3% | -2 | . | -7% | -1% | 3% | 2% | -1% | 4 | -3% | -1%
CCCCC(CC)C(=O)NCCCN1CCN(CCCNC(=O)C(CC)CCCC)CC1 (stereo not drawn) | 1% | 21 | -10% | 12% | 8% | 3% | 3% | -7% | 22 | 0% | 3%

# A portion of the library; rates above refer to the full screens.
